Screening data (PubChem)
NTR1 ag = agonists of NTR1, primary screen, imaging, U2OS cells, beta-arrestin-GFP, high content (AID 493036); activation, % at 20 µM; NTR1-U2OS beta-arrestin-GFP spot imaging, agonist mode; Neurotensin receptor type 1 (Homo sapiens), P30989; 330,000 tested, 0.17% active;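 active means activation at or above 40% of the spot to cytoplasm intensity ratio, with at least 20 cells analyzed; inconclusive means wells under 20 cells, flagged as cytotoxic or low count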;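 further: 0% = DMSO without peptide and 100% = 100 nM NTR1 peptide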
Target sequence (P30989 whole entry, looked up): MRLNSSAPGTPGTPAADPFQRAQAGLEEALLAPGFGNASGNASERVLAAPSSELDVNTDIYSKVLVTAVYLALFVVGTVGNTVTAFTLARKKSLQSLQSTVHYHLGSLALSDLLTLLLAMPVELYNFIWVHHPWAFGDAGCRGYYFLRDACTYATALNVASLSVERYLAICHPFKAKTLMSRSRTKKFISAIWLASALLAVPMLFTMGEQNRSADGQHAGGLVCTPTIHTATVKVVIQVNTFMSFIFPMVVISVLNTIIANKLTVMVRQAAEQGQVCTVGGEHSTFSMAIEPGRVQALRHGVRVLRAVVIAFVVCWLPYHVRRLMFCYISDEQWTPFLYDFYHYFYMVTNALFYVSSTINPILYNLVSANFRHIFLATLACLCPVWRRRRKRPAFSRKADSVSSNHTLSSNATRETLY
MgcRacGAP inhibition = MgcRacGAP GTPase-activating activity inhibitors, confirmation, biochemical, ADP Hunter fluorescence; Rac GTPase-activating protein 1 (Homo sapiens); MgcRacGAP-stimulated Rac1 GTP hydrolysis, ADP Hunter fluorescence; higher % means a stronger effect; GST-tagged Rac1 F28L mutant substrate; one-dose inhibition, % at 30 µM; IC50 in µM for titrated hits; 340,000 tested, 0.6% active;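 active means first-screen hits whose inhibition reached a set limit at any dose in the follow-up dose series; inconclusive means inhibition above the set first-screen limit but never retested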;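 further: fluorescence reports GDP produced by GAP-driven GTP hydrolysis; strong numbers were not always called active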
K1F lysis inhibition = inhibition of K1F phage lysis, E. coli UTI89, bacterial capsule biogenesis inhibitors, alamar blue (AID 488966); E. coli UTI89 K1F phage lysis, alamar blue, 2 h; higher % means a stronger effect; 340,000 tested, 0.02% active; inhibition, % at 100 µM; hits with a dose series show IC50 in µM;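 active means phage lysis inhibition, versus mean bacterial control, above a set limit; inconclusive means no clear call, values can overlap the other calls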;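 further: capsule biogenesis inhibitors block K1F phage lysis so surviving cells raise fluorescence; higher fluorescence means more inhibition of phage lysis; actives were called in the ten point dose series up to 300 µM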
NTR1 ag cell count 20 µM = recorded beside NTR1 ag, whose call it bears; cell count; measured here: cell count, cytotoxicity flag
Active calls of the source: *; ? = inconclusive; [ ] = dose if it differs, or a comment. An excerpt, so the mix of outcomes need not match the whole.

mol	K1F lysis inhibition	NTR1 ag	NTR1 ag cell count 20 µM	MgcRacGAP inhibition
Cc1ccc(S(=O)(=O)N2CCC[C@H]2C(=O)Nc2ccccc2C)cc1	7.8%	1.0	60	2%
COc1cccc(CNC(=O)c2ccc(NC(=O)CC3SC(N4CCCC4)=NC3=O)cc2)c1 (stereo not given)	-0.1%	-0.6	50	7%
O=C(COC(=O)CNC(=O)c1ccccc1F)NC1CC1	0.3%[50 µM]	3.3	46	1%
O=C(CCCOc1ccccc1)N1CCN(S(=O)(=O)c2cccc(F)c2)CC1	1.4%[50 µM]	-0.9	53	2%
O=C(c1cccc(S(=O)(=O)N2CCCC2)c1)N1CCOCC1	0.7%[50 µM]	1.1	61	9%
CC(=O)c1ccc(NC(=O)C(C)Sc2nnc3ccccn23)cc1 (stereo not given)	0.4%[50 µM]	-1.5	57	2%
O=C1OC[C@H]2CCCC[C@@H](CO)ON12	-0.1%	-1.3	55	9%
Cc1cccc(OCC(=O)N(C)c2c(N)n(Cc3ccccc3)c(=O)[nH]c2=O)c1C	0.0%[50 µM]	-2.4	54	-3%
COc1ccc(C(=O)COC(=O)c2cc(=O)c3ccccc3o2)cc1	8.6%	4.1	60	4%
O=[N+]([O-])c1ccc(C[n+]2ccccc2)cc1	0.2%	0.8	80	4%
CCOc1ccc(C(=O)OCC(=O)NCC2CCCO2)cc1 (stereo not given)	0.5%[50 µM]	0.2	76	4%
CCOC(=O)c1sc(NC(=O)C(CC)Sc2nc3ccccc3[nH]2)nc1C (stereo not given)	0.0%	2.9	48	21%
COc1ccccc1NS(=O)(=O)c1ccc(C(=O)NCCCn2ccnc2)cc1	0.5%[50 µM]	-1.7	100	6%
CC(=O)c1cccc(NC(=O)C(C)OC(=O)CN2C(=O)NC(C)(C)C2=O)c1 (stereo not given)	0.5%[50 µM]	-1.8	52	3%
O=C(Nc1nccs1)C1CC(=O)N(CCc2ccccc2)C1 (stereo not given)	1.1%[50 µM]	0.5	52	6%
CCOC(=O)c1ccccc1NC(=O)COC(=O)CCC1CCCC1	0.7%[50 µM]	1.3	51	5%
CSCCC(NC(=O)c1ccccc1)C(=O)Nc1ccncc1 (stereo not given)	1.0%[50 µM]	0.2	51	-1%
O=S(=O)(Nc1ccc2nc(N3CCOCC3)sc2c1)c1ccc(Cl)cc1	0.0%[50 µM]	3.4	62	5%
COc1ccc(CCNC(=O)COc2ccc3c(c2)OCO3)cc1	1.0%[50 µM]	-1.4	62	5%
CCCCN(C(=O)CC1CCCC1)c1c(N)n(CCCC)c(=O)[nH]c1=O	0.2%[50 µM]	1.7	62	2%
CCCOc1ccc(C(=O)NNC(=O)c2cccc(S(=O)(=O)N3CCN(C(C)=O)CC3)c2)cc1OC	1.1%[50 µM]	1.0	71	13%
CS(=O)(=O)c1nc([N+](=O)[O-])nn1CCCc1ccccc1	-1.2%	13	38	16%
CC(=O)N1[C@H](C)C=C[C@]1(Cc1ccccc1)C(=O)NCCN1CCOCC1	0.5%	4.5	87	7%
Cc1ccc(-c2csc(NC(=O)C3=COCCO3)n2)cc1C	0.4%[50 µM]	7.0	64	2%
CC(C)COc1ccc(C(=O)OCC(=O)N(C)CC(=O)Nc2ccc(F)cc2)cc1	0.5%[50 µM]	2.1	61	3%
Cc1[nH]nc2c1C(c1ccoc1)C(C#N)=C(N)O2 (stereo not given)	-0.2%	-0.8	104	10%
COc1cc(OC)cc(C(=O)NNC(=O)CCNS(=O)(=O)c2ccc(Br)cc2)c1	-0.7%[50 µM]	-1.3	71	-5%
CC(=O)N1CCN(C(=O)c2ccccc2NS(=O)(=O)c2ccc(F)cc2)CC1	0.7%[50 µM]	-0.9	49	0%
C/C=C1\COC(C(=O)NCc2cccc(OC)c2OC)(C(F)(F)F)C=C1C=C1CCCCC1 (stereo not given)	0.3%	-2.9	61	5%
COc1cc(OC)c(OC)cc1CNCC1COc2ccccc2O1 (stereo not given)	0.4%	0.6	65	9%
CCOc1ccc(/C=N/NC(=O)c2ccccc2C)cc1CN1CC2CC(C1)c1cccc(=O)n1C2 (stereo not given)	3.3%	1.4	55	3%
O=C(CN1C(=O)NC2(CCCCC2)C1=O)Nc1ccc(Cl)c(S(=O)(=O)N2CCOCC2)c1	1.3%[50 µM]	-0.4	57	3%
C[C@@]12CCC[C@H](O1)[C@@H]([C@H](O)c1ccccc1)O2	1.2%	-1.5	49	7%
CSc1nc(N)nc2c1ncn2CC(=O)NCCNc1ccc([N+](=O)[O-])cn1	-0.1%	-0.1	68	2%
O=C(COc1cccnc1[N+](=O)[O-])N1CCC(Cc2ccccc2)CC1	0.2%	3.2	53	7%
C#Cc1ccc([C@H]2C=C(C(=O)NCc3nc4ccccc4[nH]3)O[C@@H](OCC)[C@@H]2CCCO)cc1	-0.1%	-1.4	44	7%
O=C(COC(=O)c1ccccc1O)NCC1COc2ccccc2O1 (stereo not given)	2.7%[50 µM]	-0.8	57	5%
Cc1ccsc1CN(C)CC(=O)Nc1cccc(S(=O)(=O)N(C)c2ccccc2)c1	0.2%[50 µM]	4.6	68	6%
O=S(=O)(Nc1cc(S(=O)(=O)N2CCOCC2)ccc1NCC1CCCO1)c1ccccc1F (stereo not given)	1.5%[50 µM]	-1.3	50	1%
COc1ccc(C2=NOC(Cn3nc(-c4ccccc4)cc3C(=O)NCc3ccccc3OC)C2)cc1 (stereo not given)	1.2%	-1.0	54	13%

Whole records, quoted from the list.
Cc1ccsc1CN(C)CC(=O)Nc1cccc(S(=O)(=O)N(C)c2ccccc2)c1 is entered as K1F lysis inhibition = 0.2%[50 µM]; NTR1 ag = 4.6; NTR1 ag cell count 20 µM = 68; MgcRacGAP inhibition = 6%
C[C@@]12CCC[C@H](O1)[C@@H]([C@H](O)c1ccccc1)O2 is entered as K1F lysis inhibition = 1.2%; NTR1 ag = -1.5; NTR1 ag cell count 20 µM = 49; MgcRacGAP inhibition = 7%

Further structures follow.
mol	K1F lysis inhibition	NTR1 ag	NTR1 ag cell count 20 µM	MgcRacGAP inhibition
CC(Oc1ccc(F)cc1)C(=O)Nc1cc(C(F)(F)F)ccc1-n1cncn1 (stereo not given)	0.2%[50 µM]	1.6	73	-3%
Cc1ccc(-c2nnc(-c3ccccc3)o2)cc1Br	-1.0%	6.0	92	4%
CN(CC(=O)Nc1ccc(Cl)cc1)C1=NS(=O)(=O)c2ccccc21	-0.3%	1.5	36	5%
CC(C)N(C(=O)[C@H]1CC(CC(=O)NCCN2CCOCC2)C(=O)N2CCc3c([nH]c4ccccc34)[C@]12C)C(C)C (stereo not given in full)	0.0%	0.1	59	6%
O=C(NCCCN1CCCC1=O)c1cc2ccccc2o1	0.0%[50 µM]	0.1	70	-2%
C=CCN(C(=O)COC(=O)c1cc[n+]([O-])cc1)c1nc(-c2ccccc2)cs1	0.6%[50 µM]	-0.6	65	7%
CC(C)Cc1nccs1	0.5%	16	97	2%
COc1ccc(C2=NN(C(=O)CSc3nc(=O)n4cccc(C)c4n3)C(c3ccc(C)cc3)C2)cc1 (stereo not given)	0.2%[50 µM]	11	47	6%

Some of the entries above in a different format:
smiles: CC(C)Cc1nccs1
  K1F lysis inhibition = 0.5%	NTR1 ag = 16	NTR1 ag cell count 20 µM = 97	MgcRacGAP inhibition = 2%
smiles: COc1ccc(C2=NN(C(=O)CSc3nc(=O)n4cccc(C)c4n3)C(c3ccc(C)cc3)C2)cc1 (stereo not given)
  K1F lysis inhibition = 0.2%[50 µM]	NTR1 ag = 11	NTR1 ag cell count 20 µM = 47	MgcRacGAP inhibition = 6%

The results go on:
mol	K1F lysis inhibition	NTR1 ag	NTR1 ag cell count 20 µM	MgcRacGAP inhibition
Clc1nc(-c2ccccc2)cc(-c2ccc(Br)cc2)n1	0.2%	3.1	77	-3%
CCCN(CC(=O)Nc1ccc(F)c(F)c1F)C(=O)c1ccc(=O)n(Cc2ccccc2)n1	-0.2%[50 µM]	3.2	60	10%
CCOC(=O)c1c(NC(=O)COC(=O)c2ccc(NC(=O)CC#N)cc2)sc(C(=O)NC)c1C	0.0%	1.9	104	1%
O=C(CN1C(=O)NC2(CCCC2)C1=O)OCc1ccc(Br)cc1	1.2%[50 µM]	1.0	50	3%
Cc1ccc(C)c(NC(=O)CN(C)C(=O)Cc2coc3cc(C)c(C)cc23)c1	0.9%[50 µM]	0.2	60	2%
COc1ccc(C2=CC(=O)C[C@H](c3ccc(F)cc3)C2)c(OC)c1	1.5%	0.5	70	5%
CN(Cc1ccccc1)C(=O)c1ccc(NC(=O)Cc2cccc(NC(=O)C3CCN(C(=O)C4CC4)CC3)c2)cc1	0.5%	-0.9	64	7%
CC(C)(C)SCCNC(=O)CSc1ccccc1	3.0%	-1.0	30	4%
Cc1sc(NC(=O)c2ccc3ncsc3c2)c(C(N)=O)c1C	1.3%[50 µM]	0.8	52	10%
Cc1ccc(NC(=O)c2cc(S(=O)(=O)N(C)C)ccc2N2CCCC2)cc1S(=O)(=O)N(C)C	-0.3%[50 µM]	0.4	67	0%
COc1ccc(OC)c2sc(N3CCN(C(=O)c4ccc5ncsc5c4)CC3)nc12	0.3%[50 µM]	-0.3	62	10%
C[C@@H]1CN([C@H](C)CO)C(=O)c2cc(NC(=O)Nc3cccc4ccccc34)ccc2O[C@H]1CN(C)Cc1ccc(C(F)(F)F)cc1	0.8%	0.0	50	4%
COC(=O)[C@@]12CCCN1[C@H](c1ccc(-c3ccc4c(c3)OCO4)cc1)[C@H]1C(=O)N(C)C(=O)[C@H]12	0.1%	3.7	71	6%
OCCN1CCN(C2CCC(c3ccc(F)cc3)c3ccc(F)cc32)CC1 (stereo not given)	-0.2%	9.2	44	14%
CC12CC3CC(C1)CC(C(=O)NNC(=O)c1ccncc1)(C3)C2	-0.9%	-2.1	72	9%
CCN(c1ccccc1)S(=O)(=O)c1ccc(C(=O)Nc2ccc(C)cn2)cc1	-1.0%	0.4	62	4%
NC(=O)C1CCN(C(=O)c2cc(Cl)c3c(c2)OCCO3)CC1	-2.6%	-2.0	59	15%
CC1CC(C)CN(C(=O)c2ccc(NS(=O)(=O)c3ccc4[nH]c(=O)[nH]c4c3)cc2)C1 (stereo not given)	0.0%[50 µM]	-1.1	81	-2%
N#C/C(=C\c1ccc(O)c(O)c1)C(=O)c1ccc(O)c(O)c1	-4.6%	0.4	52	?
CC(Sc1nc(N)cc(=O)[nH]1)C(=O)N1CCOCC1 (stereo not given)	0.6%[50 µM]	-0.1	70	-3%
COc1ccc(CNC(=O)COC(=O)c2c(C)nn(-c3ccccc3)c2C)cc1OC	2.3%[50 µM]	0.0	85	4%
C/C(=C\c1ccccc1F)C1Nc2cccc3cccc(c23)N1	1.4%	5.8	68	26%
Clc1ccc2c(c1)Nc1ccccc1CC2	0.0%	4.1	59	10%
Cc1sc2nc(CN3CCOCC3)nc(N3CCN(S(=O)(=O)c4ccccc4)CC3)c2c1C	-0.2%[50 µM]	3.7	57	5%
CC(=O)N1CCN(C(=O)c2ccc(NS(=O)(=O)c3cc(C)ccc3C)cc2)CC1	0.6%[50 µM]	0.9	48	3%
COC(=O)[C@@H](CC(C)C)N(Cc1ccccc1)S(=O)(=O)N(Cc1ccccc1)[C@@H](CC(C)C)C(=O)OC	-2.9%	-1.5	52	-6%
COc1ccc(CNC(=O)COC(=O)C(CCSC)NC(=O)c2ccco2)cc1OC (stereo not given)	0.5%[50 µM]	1.4	40	5%
CN(C(=O)COC(=O)C1CCN(S(=O)(=O)c2c(Cl)cccc2Cl)CC1)c1ccccc1	-0.8%[50 µM]	0.8	42	9%
O=C(Nc1cccc(S(=O)(=O)N2CCOCC2)c1)c1cccc(S(=O)(=O)N2CCCCC2)c1	0.8%[50 µM]	-0.1	65	6%
O=C(NCCN1CCOCC1)c1ccc(S(=O)(=O)Nc2ccccc2)cc1	0.7%[50 µM]	0.1	71	2%
C[C@@H]1CN([C@H](C)CO)C(=O)Cc2cc(NC(=O)Cn3cnnn3)ccc2O[C@@H]1CN(C)Cc1ccc(Cl)c(Cl)c1	-1.9%	0.4	50	6%
CC(C)(C)NCC(O)COc1cccc2[nH]c(=O)[nH]c12 (stereo not given)	1.8%	0.8	53	8%
CON(C)S(=O)(=O)c1cccc(C(=O)Nc2ccc(S(=O)(=O)NC3=NCCCCC3)cc2)c1	1.4%[50 µM]	1.4	50	6%
